Assay outcomes (PubChem)
aDG glyco act – increases alpha dystroglycan glycosylation; hit rate 0.22% among 360,000; activation, % at 10 µM; Pro5-aDG cells, alpha-DG glycosylation AlphaScreen (IIH6); 0% Pro5, 100% B10-LARGE cell signal;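 active = activation of at least 8% versus controls, or a plate z-score of at least 8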;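 also: Pro5 are CHO cells carrying HIG-tagged alpha-DG that lacks glycosylation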
Exocytosis inh – blocks lytic granule exocytosis. TALL-104 LAMP-1 surface exposure, flow cytometry; cells stimulated with thapsigargin and PMA. inhibition, % at 10 µM. hit rate 0.66% among 360,000;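 active = inhibition above about 55%, limit read from the data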
ABCB6 inh MLPCN – inhibitors of human ABC transporter ABCB6. K562-ABCB6 porphyrin accumulation, flow cytometry, 1 h; hits give low values. fluorescence ratio to DMSO, % at 10 µM. hit rate 0.19% among 360,000. AID 602162;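 active = fluorescence ratio to DMSO below 75%, the collection mean minus 3 SD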;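 also: signal is porphyrin accumulated inside mitochondria; 100% equals median channel fluorescence of DMSO control wells; lower ratio means ABCB6 inhibition with less porphyrin fluorescence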
MC4R barr agon – activates human MC4R beta-arrestin recruitment | P32245 | activation, % at 8.9 µM | hit rate 0.98% among 360,000 | AID 540308 | U2OS MC4R beta-arrestin complementation, luminescence; percent of melanotan II response, DMSO zero;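 active = activation above a per-plate cutoff, the mean activation of sample wells on that plate plus 3 SD, cut at about 8% in these data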
ABHD5 PLIN5 PPI – ABHD5-PLIN5 protein interaction inhibition | Split G. princeps luciferase complementation, luminescence, 4 h | hit rate 0.78% among 360,000 | Q00G26+Q8WTS1 | AID 602281 | inhibition, % at 4 µM;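 active = inhibition above the mean inhibition across every tested compound plus 3 SD, cut at about 22% in these data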;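 also: 0% = DMSO only wells and the 100% control is not disclosed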
Target sequence (Q00G26 whole entry, looked up): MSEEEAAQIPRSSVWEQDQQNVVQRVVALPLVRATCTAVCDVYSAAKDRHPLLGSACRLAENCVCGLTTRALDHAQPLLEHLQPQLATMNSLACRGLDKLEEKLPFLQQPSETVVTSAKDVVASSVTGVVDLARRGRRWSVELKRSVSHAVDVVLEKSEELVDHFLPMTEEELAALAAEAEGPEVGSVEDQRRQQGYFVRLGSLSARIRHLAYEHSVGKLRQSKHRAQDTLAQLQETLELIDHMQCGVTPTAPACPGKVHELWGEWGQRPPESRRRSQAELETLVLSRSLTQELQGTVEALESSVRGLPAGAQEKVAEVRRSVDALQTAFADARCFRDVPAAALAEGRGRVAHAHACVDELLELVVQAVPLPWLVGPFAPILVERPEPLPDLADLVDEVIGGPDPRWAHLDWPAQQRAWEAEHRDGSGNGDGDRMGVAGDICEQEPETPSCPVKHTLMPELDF
Target sequence (Q8WTS1 whole entry, looked up): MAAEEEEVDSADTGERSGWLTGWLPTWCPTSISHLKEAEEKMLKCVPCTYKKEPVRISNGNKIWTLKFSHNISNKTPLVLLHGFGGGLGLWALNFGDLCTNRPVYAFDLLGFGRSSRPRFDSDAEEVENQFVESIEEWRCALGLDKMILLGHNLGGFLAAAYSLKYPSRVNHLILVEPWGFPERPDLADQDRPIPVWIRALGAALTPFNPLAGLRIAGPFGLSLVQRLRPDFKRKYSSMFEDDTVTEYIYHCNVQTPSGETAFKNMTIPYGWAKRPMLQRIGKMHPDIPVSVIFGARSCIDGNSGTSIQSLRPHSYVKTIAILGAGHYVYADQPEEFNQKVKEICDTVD
TLR9-MyD88 block – inhibitors of human TLR9-MyD88 binding | AID 504734 | CHO BLA complementation TLR9-MyD88, CCF4 FRET ratio | inhibition, % at 4.98 µM | Q9NR96+Q99836 | hit rate 0.21% among 340,000;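 active = inhibition above the mean over all tested compounds plus 3 SD, cut at about 21% in these data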;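 also: 0% = DMSO only wells and 100% = clavulanate BLA inhibitor control wells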
Glyco luc inh – blocks N-linked glycosylation in D54 reporter cells | reporter increase, % at 12.5 µM | hit rate 0.23% among 360,000 | D54 ERlucT glycosylation luciferase reporter, 24 h; percent of 100 nM tunicamycin response | AID 588692;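 active = mean luciferase reporter signal, scaled so untreated is 0 and the glycosylation-blocking control 100, at or above a set limit in every replicate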;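 also: luciferase carries N-glycosylation sites so blocking glycosylation raises the light; 0% = median of neutral control wells and 100% = median of 100 nM tunicamycin wells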
Vif imaging – HIV Vif inhibition; hit rate 0.35% among 340,000; AID 602346; HEK293T cells, Vif self-association by quenched fluorescence, imaging, 24 h; inhibition, % at 7.49 µM; in the data active = inhibition above about 50%, passing the limit was not always enough; also: some results filed as inactive read as strong as hits
MC4R antag cAMP – antagonists of human melanocortin 4 receptor (MC4R); MC4R-expressing cells, MTII-stimulated cAMP, LANCE TR-FRET; hit rate 0.48% among 360,000; AID 540295; P32245; inhibition, % at 6.5 µM;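 active = inhibition above its plate's cutoff, the mean of tested wells on that plate plus 3 SD, cut at about 29% in these data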;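 also: 0% = Melanotan II alone and 100% = Melanotan II plus saturating MCL0020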
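Material – human MC4R-expressing U2OS cells · Repeats – no replicates · Detection – TR-FRET with Eu-cAMP and labeled anti-cAMP, 671 nm · Times – compound 30 min, challenge 1 h, detection 1 h · Compound – single nominal compound dose of 6.5 µM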
NOD2 RIPK2 PPI – blocks binding of human NOD2 to RIPK2; O43353; CHO BLA complementation NOD2-RIPK2, CCF4 ratio; inhibition, % at 4.98 µM; hit rate 0.38% among 360,000; AID 624267; in the data active = inhibition above about 21%;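 also: 0% = vehicle only and 100% = reference blocker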
The depositor's hits bear a star; x = not tested or not shown; & = joins results of further samples. An excerpt, so the mix of outcomes need not match the whole.

NOD2 RIPK2 PPI	ABHD5 PLIN5 PPI	Vif imaging	aDG glyco act	TLR9-MyD88 block	Glyco luc inh	ABCB6 inh MLPCN	Exocytosis inh	MC4R barr agon	MC4R antag cAMP	structure
-12	-8	11	0.1	3	-1	101	0	-1.2	-3	CON1C(=O)C(=O)N(OC)C(C)(C)C1C (configuration not stated)
-8	1	-3	0.2	5	0	92	4	2.6	16	CCOCc1c(C(=O)OCC(=O)Nc2ccccc2C(N)=O)oc2ccccc12
-7	10	9	-0.6	3	-8	95	55	0.7	-2	CCc1ccc(-c2cc3c(=O)n(CC(=O)NCCCN4CCC(Cc5ccccc5)CC4)nc(C)n3n2)cc1
-5	7	4	-0.2	-3	2	103	0	-1.6	1	Cc1ccc(C)c(NC(=O)C2CCCN(S(=O)(=O)c3c(C)noc3/C=C/N(C)C)C2)c1 (configuration not stated)
-2	-1	-8	0.7	-3	3	113	-21	-3.4	-4	Cc1ccc(S(=O)(=O)/N=C2/NC(=O)/C(=C\c3cc(Br)cc(Br)c3O)S2)cc1
-15	-10	-5	-0.1	-2	5	101	-8	-0.9	-6	CC(=O)N=c1sccn1CC(O)c1ccc(Br)cc1 (configuration not stated)
-16	-4	-6	0.1	1	0	97	-2	-1.4	-2	O=C(Nc1cccc(S(=O)(=O)NC2=NCCC2)c1)c1cc(=O)[nH]c2ccccc12
-3	-6	-1	-0.3	-6	0	97	-2	-1.5	7	COc1cc(NC(=S)NNC(=O)CC(C)C)c(OC)cc1Cl
7	3	0	0.2	-6	3	100	0	0.6	4	O=C(O)c1cc(-c2ccccc2)n(-c2ccccc2)n1
-4	-1	0	0.8	-16	1	99	0	-1.5	-3	COc1ccc(C(=O)N2C=Cc3ccccc3C2C#N)cc1 (configuration not stated)
8	1	x	0.0	-4	x	100	8	-0.1	5	CCOc1ccc(/C=C2/C(=O)N(c3ccc(OC)cc3)C(=S)N2CC(=O)OC)cc1OCC
-3	-3	3	-0.2	-4	-1	101	-1	1.2	2	CCOC(=O)N1CCN(C(=O)c2cn(CC)c3ccc(S(=O)(=O)N(C)C4CCCCC4)cc3c2=O)CC1
-2	1	-2	-0.2	0	0	96	-3	-0.5	10	CCOC(=O)Cn1nc(C)c(NC(=O)COc2ccc(C)c(C)c2)c1C
-6	8	0	0.0	-7	-1	94	0	5.8	4	COc1ccc(-c2sc(Nc3ccccc3)n[n+]2-c2ccc(F)cc2)c(C)c1C
-1	6	-6	-0.2	-4	5	92	-3	0.3	-5	Clc1ccc(COc2ccccn2)cc1Cl
-8	3	17	-0.3	-2	0	104	1	-1.7	25	CC(C)Oc1ccc(C(=O)Nc2cccc3cccnc23)cc1

Some of the entries above, reformatted:
O=C(O)c1cc(-c2ccccc2)n(-c2ccccc2)n1
  NOD2 RIPK2 PPI: 7 | ABHD5 PLIN5 PPI: 3 | Vif imaging: 0 | aDG glyco act: 0.2 | TLR9-MyD88 block: -6 | Glyco luc inh: 3 | ABCB6 inh MLPCN: 100 | Exocytosis inh: 0 | MC4R barr agon: 0.6 | MC4R antag cAMP: 4
COc1ccc(C(=O)N2C=Cc3ccccc3C2C#N)cc1 (configuration not stated)
  NOD2 RIPK2 PPI: -4 | ABHD5 PLIN5 PPI: -1 | Vif imaging: 0 | aDG glyco act: 0.8 | TLR9-MyD88 block: -16 | Glyco luc inh: 1 | ABCB6 inh MLPCN: 99 | Exocytosis inh: 0 | MC4R barr agon: -1.5 | MC4R antag cAMP: -3
CCOc1ccc(/C=C2/C(=O)N(c3ccc(OC)cc3)C(=S)N2CC(=O)OC)cc1OCC
  NOD2 RIPK2 PPI: 8 | ABHD5 PLIN5 PPI: 1 | Vif imaging: x | aDG glyco act: 0.0 | TLR9-MyD88 block: -4 | Glyco luc inh: x | ABCB6 inh MLPCN: 100 | Exocytosis inh: 8 | MC4R barr agon: -0.1 | MC4R antag cAMP: 5
CCOC(=O)N1CCN(C(=O)c2cn(CC)c3ccc(S(=O)(=O)N(C)C4CCCCC4)cc3c2=O)CC1
  NOD2 RIPK2 PPI: -3 | ABHD5 PLIN5 PPI: -3 | Vif imaging: 3 | aDG glyco act: -0.2 | TLR9-MyD88 block: -4 | Glyco luc inh: -1 | ABCB6 inh MLPCN: 101 | Exocytosis inh: -1 | MC4R barr agon: 1.2 | MC4R antag cAMP: 2

(more compounds)
NOD2 RIPK2 PPI	ABHD5 PLIN5 PPI	Vif imaging	aDG glyco act	TLR9-MyD88 block	Glyco luc inh	ABCB6 inh MLPCN	Exocytosis inh	MC4R barr agon	MC4R antag cAMP	structure
-5	0	-8	-0.1	-3	-2	98	-1	-1.4	9	C[C@H](CO)N1C[C@H](C)[C@@H](CN(C)C(=O)NC2CCCCC2)Oc2c(NC(=O)Nc3ccccc3)cccc2C1=O
14	0	-6	-0.1	-9	-1	99	-3	-1.5	16	COc1ccc(NS(=O)(=O)c2cc(NC(=O)C3CCCO3)ccc2N2CCCCC2)cc1 (configuration not stated)
-11	-4	5	-0.1	3	2	99	-3	-0.8	-1	CCn1c(SCC(=O)N2CCOCC2)nnc1C(C)NC(=O)c1ccccc1 (configuration not stated)
-6	-2	-1	0.1	17	0	88	1	2.4	7	O=C(CSc1ncn[nH]1)Nc1ccc2c(c1)CCC2
-14&-22	3&-4	-2&4	0.0&0.2	-7&-15	2&4	93&89	-1&5	-0.2&-2.1	4&3	CCOCCCn1c(=NC(=O)c2cccnc2)c(C(=O)OCC)cc2c(=O)n3ccccc3nc21
-2	0	-10	0.2	-5	-1	98	4	-5.0	-3	Nc1cc(N)nc(SCC(=O)NC2CCCCCCC2)n1
-11	-6	1	0.0	4	-2	96	-6	7.0	-3	N#Cc1ccccc1NC(=O)CC1c2ccccc2Oc2ccccc21
8	3	-8	-0.2	-8	0	90	-2	0.7	2	NS(=O)(=O)c1ccc(NC(=S)NC(=O)c2ccc(Br)o2)cc1
-3	6	-1	-0.2	8	0	90	-8	0.5	5	Cc1ccc(S(=O)(=O)Nc2ccc(S(=O)(=O)N3CCOCC3)cc2)cc1[N+](=O)[O-]
-2	-2	-16	0.0	-3	0	102	3	0.1	-2	CC(C)CC(=O)Nc1nnc(SCC(=O)Nc2nccs2)s1
-8	2	4	-0.3	-4	4	104	0	-1.1	1	COc1ccc(N(CCC(=O)O)S(=O)(=O)c2ccc(C)cc2C)cc1
3	-2	0	0.1	-2	3	96	-2	-0.4	0	COc1cc(C2OC(=O)c3ccccc3S2)cc(OC)c1OC (configuration not stated)
0	-2	-3	-0.2	-6	5	96	0	1.1	11	COc1ccc(/C=C/C(=O)OCC(=O)Nc2ccc(Cl)cc2F)cc1S(=O)(=O)N1CCOCC1
-7	5	-2	0.2	4	-2	92	-1	-1.5	2	CCOC(=O)c1nn(-c2ccc3c(c2)OCO3)cc1O
4	-14	-6	0.1	-8	-7	97	8	2.3	0	CC(C)CCC(O)(c1ccccc1)C(CN1CCOCC1)c1ccccc1 (configuration not stated)
2	3	4	-0.1	6	1	97	1	-1.7	1	N#Cc1ccccc1NC(=O)COC(=O)c1c[nH]c2ccccc12
2	-1	x	-0.1	-7	x	92	18	-2.4	0	CN(CC1CCOCC1)C(=O)CC1C(=O)NCCN1Cc1cccc(F)c1 (configuration not stated)
-3	4	3	0.4	4	2	107	0	0.5	-4	NS(=O)(=O)c1ccc(NS(=O)(=O)c2ccc(NC(=O)C3CC3)cc2)cc1
1&-1	-5&-22	1&18	0.0&0.0	-7&-1	-1&2	107&91	-1&-6	-0.8&-1.3	8&3	CS/C(=N\S(=O)(=O)c1cccs1)NC(=O)CSc1nc2ccccc2s1
1	-4	x	-0.5	8	-1	106	1	-0.1	9	O=C(CN1C(=O)NC2(CCCC2)C1=O)OCc1ccccc1
0	11	6	2.2	-2	4	93	4	0.1	11	Fc1ccccc1-c1nc(-c2ccc(-c3nn[nH]n3)cc2)no1
-4	6	8	1.3	-13	1	103	-2	-0.3	15	COc1ccccc1/C=C1/SC(=O)N(CCC(=O)Nc2ccc(S(=O)(=O)Nc3nccs3)cc2)C1=O
-4	-4	-3	-0.1	-4	1	97	1	-0.1	9	CCO[C@@H]1OC(C(N)=O)=C[C@H](C2CCCCC2)[C@H]1CCCO
-13	-1	3	0.0	-5	2	103	-3	-1.8	4	CCN1CCN(C(=S)NCCOC)CC1

Among those listed so far, these have bromine.
NOD2 RIPK2 PPI	ABHD5 PLIN5 PPI	Vif imaging	aDG glyco act	TLR9-MyD88 block	Glyco luc inh	ABCB6 inh MLPCN	Exocytosis inh	MC4R barr agon	MC4R antag cAMP	structure
-2	-1	-8	0.7	-3	3	113	-21	-3.4	-4	Cc1ccc(S(=O)(=O)/N=C2/NC(=O)/C(=C\c3cc(Br)cc(Br)c3O)S2)cc1
-15	-10	-5	-0.1	-2	5	101	-8	-0.9	-6	CC(=O)N=c1sccn1CC(O)c1ccc(Br)cc1 (configuration not stated)
8	3	-8	-0.2	-8	0	90	-2	0.7	2	NS(=O)(=O)c1ccc(NC(=S)NC(=O)c2ccc(Br)o2)cc1

The listing continues.
NOD2 RIPK2 PPI	ABHD5 PLIN5 PPI	Vif imaging	aDG glyco act	TLR9-MyD88 block	Glyco luc inh	ABCB6 inh MLPCN	Exocytosis inh	MC4R barr agon	MC4R antag cAMP	structure
-10	-8	-2	0.1	-10	-5	98	2	1.0	6	Cc1ccc(C(=O)Nc2ccc(N3CCN(C)CC3)cc2)cc1
-10	-1	22	0.3	-15	-6	94	1	1.2	4	O=C(Nc1ccc(NC(=S)NC(=O)C(c2ccccc2)c2ccccc2)cc1)c1ccccc1
-2	5	6	0.1	15	-1	91	2	5.0	10	CCc1ccc(C(=O)COC(=O)CCc2nc3ccccc3c(=O)[nH]2)cc1
-7	-4	x	0.2	x	x	x	4	x	x	Cc1cccc(N2CCN(C3C(=O)Nc4ccccc4-n4nnnc43)CC2)c1C (configuration not stated)
-6	-7	-11	0.1	8	0	96	3	-0.7	-1	CC1CCC(NC(=O)C(Cc2ccccc2)n2cccc2)CC1 (configuration not stated)
-4	-5	-1	-0.4	1	1	102	-1	0.2	2	CC1CN(C(=O)C(c2ccccc2)c2ccccc2)CC(C)O1 (configuration not stated)
-2	4	-3	-0.1	6	0	96	-1	0.0	0	CC(=O)Nc1cc(NC(C)=O)cc(C(=O)NC(C)(C)C)c1
-10	-2	3	0.0	7	0	94	11	0.5	4	O=C(OCC(=O)N1CCN(C(=O)c2ccco2)CC1)c1ccc(Cl)cc1
-3	-2	-3	0.2	10	-3	101	0	-1.1	5	CCc1ccccc1N(CC(=O)N1CCN(c2ccccc2)CC1)S(C)(=O)=O
-4	-1	-7	0.0	0	3	97	-1	1.6	7	CCOc1cc(C(=S)N2CCCCC2)ccc1OCC(=O)NCc1ccccc1
